Assay outcomes: PubChem BioAssay, Sanford-Burnham Center for Chemical Genomics
tim10-1 inh: tim10-1 yeast growth inhibition. S. cerevisiae tim10-1 ts strain growth, BacTiter-Glo, 24 h. inhibition, % at 20 µM. 330,000 tested, 2.2% active. AID 463190;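 active = inhibition of at least 40%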;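 note: mutant grown at 25 °C; 0% = DMSO wells with yeast and 100% = wells holding no yeast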
APJ agonist: agonists of human APJ apelin receptor; P35414; CHO-K1 APJ PathHunter beta-arrestin, luminescence; 0% DMSO wells, 100% apelin; activation, % at 20 µM; 330,000 tested, 0.11% active; AID 2520;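 active = activation more than six SD over the plate average, tested at 20 µM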;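 note: 0% = DMSO alone and 100% = apelin-13 at 10 nM; some results filed as inactive read as strong as hits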
Target sequence (P35414 whole entry, looked up): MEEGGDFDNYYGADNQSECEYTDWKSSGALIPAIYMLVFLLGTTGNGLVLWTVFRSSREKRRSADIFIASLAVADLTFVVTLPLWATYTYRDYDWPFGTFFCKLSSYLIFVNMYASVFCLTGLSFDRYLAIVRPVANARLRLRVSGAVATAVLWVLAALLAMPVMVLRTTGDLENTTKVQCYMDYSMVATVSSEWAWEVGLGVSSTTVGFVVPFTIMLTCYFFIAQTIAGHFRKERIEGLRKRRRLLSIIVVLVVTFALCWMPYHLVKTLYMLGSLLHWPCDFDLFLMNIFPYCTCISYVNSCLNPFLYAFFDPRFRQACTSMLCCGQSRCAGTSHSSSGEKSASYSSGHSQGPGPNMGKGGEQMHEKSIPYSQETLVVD
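Assay system: engineered CHO-K1 APJ arrestin reporter cells; Amount: 1000 CHO-K1 reporter cells seeded per well; Dosing: one dose, 20 µM compound, 1% DMSO; Times: compound stimulation 90 min at 25 °C, detection 60 min; Measured by: luminescent beta-gal fragment complementation, chemiluminescent substrate; Read-out: APJ–arrestin association signal; Controls: DMSO vs Apelin-13 10 nM.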
APJ antag: blocks the human apelin receptor APJ. P35414. CHO-K1 APJ beta-arrestin complementation, luminescence. inhibition, % at 20 µM. 330,000 tested, 0.32% active. AID 2521;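 active = inhibition above about 40% at 20 µM, limit read from the data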;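 note: cells challenged with 10 nM apelin-13 agonist together with compound; plate controls were apelin-13 plus DMSO wells for no effect and DMSO wells lacking apelin-13 for full effect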
CXCR6 inh: CXCR6 (human) receptor inhibition; O00574; CHO-K1 PathHunter CXCR6 beta-arrestin, luminescence; inhibition, % at 20 µM; 360,000 tested, 0.36% active; in the data active = inhibition above about 34%, passing the limit was not always enough;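 note: antagonist mode with CXCL16 agonist at 10 nM final; 0% = 10 nM CXCL16 with DMSO and 100% = unstimulated wells without agonist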
Target sequence (O00574 whole entry, looked up): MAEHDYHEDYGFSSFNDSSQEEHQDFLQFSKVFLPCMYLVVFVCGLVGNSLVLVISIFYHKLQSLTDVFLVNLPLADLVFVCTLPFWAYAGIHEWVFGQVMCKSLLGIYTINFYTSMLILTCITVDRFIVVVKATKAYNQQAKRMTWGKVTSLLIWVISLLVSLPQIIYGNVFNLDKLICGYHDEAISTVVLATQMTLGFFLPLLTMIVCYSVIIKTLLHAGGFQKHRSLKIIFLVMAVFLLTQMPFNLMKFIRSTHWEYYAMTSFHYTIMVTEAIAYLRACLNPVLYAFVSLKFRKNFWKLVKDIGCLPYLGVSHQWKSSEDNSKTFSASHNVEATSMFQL
Mdm2-MdmX inh: disrupts the human Mdm2-MdmX interaction. O15151+Q00987. SaOS-2 split-luciferase Mdm2/MdmX complementation, luminescence. inhibition, % at 8 µM. 330,000 tested, 3% active. AID 485346;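 active = inhibition of at least 50% at 8 µM in the primary screen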
UPR XBP1 act: activators of adaptive arm of unfolded protein response (XBP1); activation, % at 20 µM; CHO-XBP1 luciferase reporter, IRE1-XBP1 UPR activation, luminescence; percent of tunicamycin response, DMSO as zero; 330,000 tested, 0.33% active;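 active = versus positive control, 20 µM dose yields 30% or more activation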;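 note: 100% = tunicamycin at 10 µg/mL and 0% = DMSO only wells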
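Assay system: IRE1-XBP1 luciferase reporter CHO line. Input: 1000 cells/well. Buffer or medium: F12 with 10% serum. Doses: 20 µM, 1% DMSO. Times: overnight seeding at 37 °C, 6 h compound treatment at 37 °C. Technique: Steady-Glo luciferase glow luminescence, 10 min after reagent addition.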
TIM10 inh: inhibits growth of TIM10 yeast strain; S. cerevisiae TIM10 strain growth, BacTiter-Glo luminescence, 24 h; 330,000 tested, 1.4% active; inhibition, % at 10 µM;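 active = inhibition of 40% or more at the single tested concentration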;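 note: wild-type TIM10 isogenic control strain grown at permissive 25 °C; 0% = DMSO yeast wells and 100% = minimal medium wells without yeast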
CHOP UPR activ: apoptotic UPR (CHOP) activation; 330,000 tested, 0.34% active; activation, % at 10 µM; AID 449763; CHO-CHOP luciferase reporter, luminescence; percent of tunicamycin response over DMSO baseline;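 active = at 10 µM dose, activation of 40% or more, normalized to positive control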;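 note: 100% = tunicamycin at 10 µg/mL and 0% = DMSO alone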
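measured by = luciferase luminescence | assay system = CHO-CHOP cells, stable luciferase reporter of PERK-eIF2a-CHOP signalling | amount = 500 reporter cells seeded per well | timing = 6 h compound exposure at 37 °C after overnight seeding | controls = positive tunicamycin 10 µg/mL, negative DMSO alone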
tim23-1 inh: inhibits growth of tim23-1 mutant yeast. S. cerevisiae tim23-1 growth, BacTiter-Glo luminescence, 24 h. inhibition, % at 20 µM. 330,000 tested, 1.3% active. AID 463212;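 active = growth inhibition of the mutant yeast at or above 50%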;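 note: temperature-sensitive mutant grown at 25 °C; plate controls were DMSO-treated mutant yeast for no effect and medium wells lacking yeast for full effect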
* marks the source's active call; other numbers are inactive results; . = not tested or not shown. The list is partial (hit frequency here may not be typical).

SMILES	tim10-1 inh	APJ agonist	APJ antag	CXCR6 inh	Mdm2-MdmX inh	UPR XBP1 act	TIM10 inh	CHOP UPR activ	tim23-1 inh
c1ccc(N2CCN(c3nc(-c4cccs4)nc4ccccc34)CC2)cc1	30.2	-4.2	18.3	-1.0	-22.2	2.8	15.2	0.1	6.9
CC(=O)C1=C(O)C(=O)N(Cc2cccnc2)C1c1ccccc1 (stereo not given)	15.5	-0.9	7.4	-2.4	17.7	-2.3	12.8	0.1	13.1
Cn1ccs/c1=N\C(=O)Nc1cccc(C(F)(F)F)c1	4.9	-3.2	12.7	-3.3	-34.7	-2.9	5.1	4.1	44.9
O=C(CCC1CCCC1)Nc1ccc([N+](=O)[O-])cn1	34.7	-2.3	1.1	-9.4	-3.8	1.4	-2.3	3.7	23.4
COc1ccc(C(=O)O/N=C(/c2ccccc2)c2ccncc2)cc1OC	14.0	0.6	-16.2	2.1	5.4	7.9	35.2	0.3	29.1
CC(C)CC1(C)NC(=O)N(CC(=O)Nc2cccc(S(=O)(=O)N(C)c3ccccc3)c2)C1=O (stereo not given)	10.6	-0.1	-4.1	1.1	11.5	-2.7	-2.7	1.3	6.3
CN(C(=O)COC(=O)c1cc(=O)[nH]c2ccccc12)c1c(N)n(Cc2ccccc2)c(=O)[nH]c1=O	-9.0	2.5	20.3	-2.4	-30.0	-2.0	-6.7	0.2	3.5
Cc1cccc(CCNC(=O)C2CCC(=O)N(Cc3ccc(Cl)cc3)C2)n1 (stereo not given)	-9.0	-0.4	15.1	-6.8	8.2	-2.7	-0.2	-0.5	-9.9
CCCc1nn(C)c(C(=O)Nc2ccc(CC)cc2)c1Cl	42.6*	-2.1	-9.2	-0.5	-13.2	2.6	11.2	2.1	19.5
CN1C=CC=C/C1=C1/N=C(c2ccccc2)OC1=O	15.8	-0.4	16.8	0.0	10.8	1.5	-4.2	2.0	5.3
O=C(N/N=C\c1ccc2c(c1)OCO2)c1ccc(Cn2cc(Br)c([N+](=O)[O-])n2)o1	17.8	-0.8	10.9	1.4	-10.4	0.1	16.4	2.0	-12.1
O=C(COC(=O)c1ccccc1NC(=O)c1ccco1)NCC1CCCCC1	29.0	-3.4	11.3	-1.8	13.5	-1.2	-15.1	-3.0	17.9
COc1ccc(CN(C(=O)c2cc(=O)c3ccccc3o2)C2CCS(=O)(=O)C2)cc1OC (stereo not given)	-8.1	-2.0	7.1	-5.5	20.0	-3.1	3.7	-0.1	1.5
CNC(=O)c1ccc(OC2CSC2)cc1	10.8	-6.7	-4.8	-2.7	7.8	0.3	2.0	0.2	6.5
CCOC(=O)CSc1nn(C)c(=S)s1	11.7	-3.0	-10.6	-3.5	1.5	-0.5	5.4	0.8	4.7
Oc1ccc(CCc2n[nH]c(=S)n2-c2ccc(F)cc2)cc1	-12.4	-0.3	13.0	11.3	31.0	-3.8	-9.2	-0.5	-16.5
Cc1ccccc1-n1c(N)cc(=O)[nH]c1=S	4.9	2.9	-3.4	-5.3	-11.6	-1.1	-11.9	-0.3	4.5
O=C(c1ccc(NC2=NC3CS(=O)(=O)CC3S2)cc1)N1CCc2ccccc2C1 (stereo not given)	-4.4	-0.4	20.5	-8.7	12.9	-1.7	1.1	-1.2	-2.5
O=CN1CCN(CC(O)Cn2c3ccccc3c3ccccc32)CC1 (stereo not given)	15.1	-1.6	10.8	-5.7	10.7	1.2	2.1	2.1	8.4
CCOC(=O)c1oc2ccc(/C=N/O)c(Cl)c2c1C	23.5	-3.8	-6.3	2.8	-62.7	6.0	25.7	6.9	9.0
c1ccc(OCCOCCN2CCN(C(c3ccccc3)c3ccccc3)CC2)cc1	28.6	-0.4	3.7	16.5	52.0*	1.9	43.1*	2.4	14.0
Cc1cccn2c(=O)c(C=O)c(N3CCCCC3)nc12	20.6	-2.3	6.2	-2.7	-8.2	-1.6	-4.0	0.8	35.0
COc1ccc(-c2nn3c(-c4ccccn4)nnc3s2)cc1OC	38.8	2.4	-2.0	-2.1	18.4	-0.9	18.5	-0.6	20.7
O=C(C1CCCN(Cc2nc(-c3ccc(Cl)cc3)no2)C1)N1CCOCC1 (stereo not given)	-1.3	-2.4	-14.2	-3.4	-0.5	-0.4	-10.4	-0.2	10.3
C=CCOc1ccc2oc(=O)cc(C)c2c1	-3.4	-3.6	15.4	-0.6	18.8	1.2	-12.7	1.2	5.2
CCOC(=O)c1cccc(NC(=O)CSc2nnc(C3CCCCC3)n2C)c1	31.4	-2.9	-5.7	0.0	25.6	-0.1	-7.8	-0.2	12.5
O=C(CCCCCNC(=O)N1CCn2c1nc1ccccc12)N[C@H](C(=O)O)c1ccccc1	-3.6	-0.4	-70.9	3.2	8.0	-2.5	-0.3	-0.7	10.3
CS(=O)(=O)c1ccc(S(=O)CC(=O)Oc2ccc(Cl)cc2)c([N+](=O)[O-])c1 (stereo not given)	29.8	-3.8	-8.6	.	39.8	-8.8	19.3	51.5*	28.6
O=C(CC1CCCC1)Nc1cccc(Br)c1	11.8	-0.2	13.3	-5.5	-18.1	4.2	20.9	4.6	37.9
CSCCC(NC(=O)c1cccc(C)c1)C(=O)NNC(=O)c1cccs1 (stereo not given)	-16.3	1.5	-5.9	6.6	11.6	-1.1	3.6	0.0	-14.3
CCn1c(SC(C)C(=O)N2CCOCC2)nc2sc(C)c(C)c2c1=O (stereo not given)	-13.5	-4.6	-55.2	1.0	2.9	2.9	-14.6	1.1	2.1
CCOc1ccc(/C=N/NC(=O)c2cc(-c3ccccc3)nc3ccccc23)cc1O	27.8	-1.4	4.1	2.5	6.8	0.6	13.8	-0.1	24.2
COc1ccc(CCNC(=O)CSc2cn(Cc3cccc(C)c3)c3ccccc23)cc1OC	12.7	-6.6	6.6	22.5	36.6	-2.9	2.6	1.2	11.2
Cn1c(=O)c2c(=O)cc(N)[nH]c2n(C)c1=O	-23.7	-6.0	1.0	-2.1	14.4	-0.6	-14.9	1.5	-24.5
COC(=O)c1c(C)c2c(C)cc3ccccn3c-2c1C(=O)OC	16.5	-3.1	-8.2	-1.0	11.4	-1.4	8.8	-0.6	8.4
O=C(Nc1ccc(S(=O)(=O)Nc2ncccn2)cc1)c1cccc(Br)c1	11.0	2.1	13.1	-6.8	-2.9	-3.7	-9.9	-0.6	6.8
CN(Cc1ccccc1)C(=O)c1nc2ccccn2c1CNCCn1cccn1	12.5	-2.3	14.3	1.8	34.1	0.1	4.0	2.1	-0.8
CC(=O)c1ccc(NC(=O)c2onc(C)c2Cl)cc1	17.9	0.3	6.7	4.1	-51.2	6.1	15.2	4.0	6.2
CC1CN(c2nc3c(c(=O)n(C)c(=O)n3C)n2Cc2c(F)cccc2Cl)CC(C)O1 (stereo not given)	21.6	-1.3	10.7	5.2	9.7	0.7	20.2	0.8	28.1
COc1ccc(C(=O)NCCN2CCCC2)cc1	-3.7	-1.6	14.0	-3.3	14.3	-3.8	-2.4	1.1	4.2
Cc1ccc2cc(C)c3nnc(SCC(=O)NCc4ccco4)n3c2c1	25.1	-3.8	17.9	-8.6	19.0	-0.4	10.2	-0.3	5.7
COC(=O)CCC(=O)OC1(C)C(=O)C2=CN(Cc3ccc4c(c3)OCO4)C(c3ccc(OC)cc3)=CC2=C(Br)C1=O (stereo not given)	14.4	25.9	-124.3	-20.3	-3.9	-0.6	-1.6	0.8	9.6
COc1ccc(C(O)P(=O)(OC2CCCCC2)c2ccc(N(C)C)cc2)cc1OC (stereo not given)	13.0	-1.1	6.8	-1.2	5.0	0.6	14.5	2.5	15.2
COc1ccc([C@@H]2C(C#N)=C(N)S[C@@H](c3ccccc3)[C@@H]2[N+](=O)[O-])cc1	23.6	1.0	12.5	23.8	25.0	0.7	15.2	0.8	19.2
CC(C(=O)Nc1ncc2c(n1)CC(C)(C)CC2=O)N1C(=O)c2ccccc2C1=O (stereo not given)	-4.3	-3.5	12.7	-4.1	18.0	2.7	-4.1	0.4	10.1
Cc1ccc(CSc2ccc(S(=O)(=O)N3CCOCC3)cn2)cc1	2.1	-0.7	-14.1	7.6	21.6	-1.4	0.1	0.3	10.4
CCOC(=O)c1ccccc1NC(=O)CN(c1ccccc1OC)S(C)(=O)=O	13.5	-4.2	-11.4	5.3	14.4	-1.7	-12.4	-1.7	2.8
Cc1cc(C(=O)NCC(C)C)c2ccccc2n1	11.9	-2.1	8.5	-4.0	-4.9	-0.6	-18.8	-0.3	4.0
Cc1ccc(C(=O)OCC(=O)c2c(N)n(C)c(=O)n(C)c2=O)cc1S(=O)(=O)N1CCCCC1	-1.1	0.7	-15.4	-3.3	-3.5	0.9	8.3	0.6	7.1
CCOc1ccc(-c2cc(C(=O)NCCCN3CCN(CC)CC3)c3ccccc3n2)cc1	1.9	-1.5	-2.8	4.1	15.4	3.7	-0.7	1.1	8.9
O=C(N/N=C/c1coc2ccc(Cl)cc2c1=O)c1ccncc1	7.8	-4.3	13.9	3.1	59.5*	-2.3	-12.0	3.5	65.7*
COc1ccccc1CNC(=O)c1cc2sccc2n1C	13.0	-1.4	17.5	1.9	-3.6	0.2	-1.6	-1.2	36.3
O=C(NC1CCCCC1)C(c1cc2c(cc1[N+](=O)[O-])OCO2)N1CCCCC1 (stereo not given)	11.6	4.3	-58.8	.	23.5	-1.5	-0.6	0.5	27.8
COc1cccc2c(=O)cc(C)n(CC(=O)Nc3ccccc3C)c12	2.1	1.9	-9.2	-7.1	-9.3	-1.9	-5.7	0.2	8.8
CN(C)c1nnnn1-c1ccc(OC(F)(F)F)cc1	9.5	-3.1	-0.5	-10.7	17.0	-1.1	-10.5	-1.4	6.7
C/C=C/c1ccc(OCC(=O)OCC(=O)Nc2c(C)nn(-c3ccccc3)c2C)c(OC)c1	12.5	-5.8	12.8	-3.7	11.6	-0.8	-2.5	2.6	18.6

One compound at a time, as listed above. Values in the order: tim10-1 inh, APJ agonist, APJ antag, CXCR6 inh, Mdm2-MdmX inh, UPR XBP1 act, TIM10 inh, CHOP UPR activ, tim23-1 inh
COc1cccc2c(=O)cc(C)n(CC(=O)Nc3ccccc3C)c12 across the screens: 2.1, 1.9, -9.2, -7.1, -9.3, -1.9, -5.7, 0.2, 8.8
C/C=C/c1ccc(OCC(=O)OCC(=O)Nc2c(C)nn(-c3ccccc3)c2C)c(OC)c1 across the screens: 12.5, -5.8, 12.8, -3.7, 11.6, -0.8, -2.5, 2.6, 18.6
O=C(NC1CCCCC1)C(c1cc2c(cc1[N+](=O)[O-])OCO2)N1CCCCC1 (stereo not given) across the screens: 11.6, 4.3, -58.8, ., 23.5, -1.5, -0.6, 0.5, 27.8
